Pf growth 96h = inhibits malaria parasite growth, 96 h; 320,000 tested, 6.9% active; P. falciparum luciferase reporter growth, 96 h; AID 504834; Potency, µM (doses to about 28.7 µM), for inactives: top-dose activity change, negative = inhibition, hits mostly inhibitors; note: potency is the fitted concentration of half-maximal effect; % is set by controls: 0 for no effect and ±100 for the full control effect
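Erythrocytes infected with luciferase-expressing P. falciparum were dispensed at 2% hematocrit and 0.05% parasitemia (final), then incubated with compounds 96 hours at 37 C in 5% CO2. Luminescence after detection reagent addition reported growth.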
CHX counter = counter-screen for Shiga toxin inhibitors: cycloheximide protein synthesis inhibition | cell reporter, cycloheximide protein synthesis inhibition counterscreen | max response, % | 300,000 tested, 12% active; in the data active = max response mostly above about 13%, no sharp cut-off; inactive = mostly below about 14%; note: read at 38.3 µM for the half of the compounds with a filed dose; 0% is about no effect
Shiga toxin inh = blocks Shiga toxin action in Vero cells. Vero cells, Shiga toxin protein synthesis inhibition reporter. inhibition, % at 38.7 µM. AID 2315. 290,000 tested, 9.2% active; in the data active = inhibition mostly above about 28%, no sharp cut-off; inactive = mostly below about 43%; note: 0% is about no effect
HCV inh = blocks hepatitis C virus; Huh7.5.1 HCVcc-Cre infection, luciferase reporter, 44 h; Potency, µM (series often up to 41.8 µM), without a hit: at the highest dose activity change, negative = inhibition, hits mostly inhibitors; 340,000 tested, 3.4% active; note: potency is the fitted concentration of half-maximal effect; % is set by controls: 0 for no effect and ±100 for the full control effect
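Infectious HCV cell culture screen: compound-treated cells (1,000/well, pre-plated 4 h) are infected with HCVcc-Cre at roughly 0.5 moi and grown 44 h. Infection is quantified by luciferase signal after 15 min substrate incubation at room temperature.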
Giardia FBPA inh = Giardia lamblia aldolase inhibition. A8B2U2. purified Giardia FBPA. Potency, µM (doses to about 59.6 µM), for inactives: at the highest dose activity, negative = inhibition, most hits filed as inhibitors. 290,000 tested, 0.71% active. AID 2451; note: potency is the fitted concentration of half-maximal effect; % is set by controls: 0 for no effect and ±100 for the full control effect; nearly all actives have a fitted effect of over 55% in size
Target sequence (A8B2U2 whole entry, looked up): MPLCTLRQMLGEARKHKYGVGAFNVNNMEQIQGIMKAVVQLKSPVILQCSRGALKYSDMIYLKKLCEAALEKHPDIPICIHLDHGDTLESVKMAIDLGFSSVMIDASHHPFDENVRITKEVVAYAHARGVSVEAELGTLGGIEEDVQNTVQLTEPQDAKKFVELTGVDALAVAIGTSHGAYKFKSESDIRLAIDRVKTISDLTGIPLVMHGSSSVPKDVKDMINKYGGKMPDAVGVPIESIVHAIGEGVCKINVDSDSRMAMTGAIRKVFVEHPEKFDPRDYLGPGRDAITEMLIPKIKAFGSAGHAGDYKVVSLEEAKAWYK
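40 nM FBPA preincubated 10 min at RT with compound (up to 57.5 uM final), then substrate plus GAPDH/TPI/NAD/arsenate coupling and diaphorase/resazurin added. Fluorescence read after 20 min at RT, 525/598 nm.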
Pf growth 48h = inhibits P. falciparum growth in the first generation, 48 h; 310,000 tested, 5.9% active; AID 504832; P. falciparum luciferase growth in erythrocytes, 48 h; Potency, µM (series often up to 28.7 µM), inactives show at the top dose activity change, negative = inhibition, hits mostly inhibitors; note: potency is the fitted concentration of half-maximal effect; % is set by controls: 0 for no effect and ±100 for the full control effect
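Read-out is firefly luciferase luminescence from an integrated reporter in P. falciparum, so falling signal marks reduced parasite growth. Infected erythrocytes were at 2% hematocrit and 0.1% parasitemia (final) in Albumax-supplemented RPMI 1640.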
* = called active by the depositor; i = inactive; ? = inconclusive; · = no result given; & = joins results of further samples; [ ] = dose if it differs, or a comment. Unless noted, calls come from the whole dose curve; as a rule, active = well fitted curve in the direction sought with a large enough effect; inconclusive = small, poorly fitted or top-dose-only effect, or another doubt; inactive = no such curve, though single readings can be large; an effect the other way counts as inactive or inconclusive.

SMILES | Pf growth 96h | CHX counter | Shiga toxin inh | HCV inh | Giardia FBPA inh | Pf growth 48h
S=C(Nc1cccnc1)NC1CCCC1 | ? | -4 | -4 | 10% | -13% | 6%
COc1ccc(NC(=O)CSc2nc3[nH]c(=O)[nH]c(=O)c3s2)cc1OC | 0% | -2 | -7 | -4% | -28% | ?
O=C(NC1CCCC1)C(c1cccnc1)N(C(=O)c1csnn1)c1ccccc1 (stereo not drawn) | -7% | -8 | -6 | 5% | 2% | 10%
COc1ccc2c(c1)OC(=O)CC2c1cc(OC)c(OC)c(OC)c1 (stereo not drawn) | · | 11 | i | 18% | -18%[89.2 µM] | ·
CCCCN(C)CCCNC(=O)c1cn(CC)c2ccc(S(=O)(=O)N3CCc4ccccc4C3)cc2c1=O | 80%[activator] | -4 | -2 | ? | 10% | ?
O=C(CCSc1nnc(-c2ccco2)o1)Nc1ccc(F)cc1 | -29% | 14 | -3 | -12% | 3% | 0%
Cc1ccc(NC(=O)CCNS(=O)(=O)c2ccc(Br)cc2)cc1S(=O)(=O)N1CCOCC1 | ? | · | · | -3% | · | ?
CNC(=S)N(CCCN(C)C)Cc1cc2cc3c(cc2[nH]c1=O)OCCO3 | ? | -1 | · | 10% | 4% | -29%
Cc1c(C(=O)N2CCOCC2)c(S(=O)(=O)N2CCN(c3ccc(Cl)cc3)CC2)c(C)n1C | -14% | 1 | 3 | 4% | -2% | ?
C#CCOc1ccc(Cl)cc1/C=N/O | ? | 0 | 8 | -23% | 1% | 12%
Cc1cccc(NS(=O)(=O)c2ccc(C(=O)N3CCC3)cc2)c1C | 4% | · | · | ? | · | 8%
O=C(Nc1ccc2nn(-c3ccccc3)nc2c1)c1ccco1 | ? | 47* | 72* | ? | -8% | 69%[activator]
CCOc1cc(CNc2ccc3c(c2)OCCO3)cc(Br)c1OCC(N)=O | ? | 20* | 29 | -25% | -4% | ?
Cc1cc(C)nc(SCC(=O)NCc2ccco2)n1 | ? | 2 | -16 | 11% | -13% | 6%
O=[N+]([O-])c1ccc(N/N=C/c2ccc(O)c(O)c2O)c(S(=O)(=O)N2CCOCC2)c1 | -21% | -2 | -5 | ? | 10µM* | ?
Cc1ccc(S(=O)(=O)N2CCOCC2)cc1NC(=O)c1cc(-c2ccccn2)nc2ccccc12 | ? | -3 | -2 | ? | 1% | 9.3µM*
CC(C)NC(=O)CCCn1cc([N+](=O)[O-])cn1 | 59%[activator] | -2 | -4 | 17% | 1% | -21%
CC(C)N1C(=O)CCC1C(=O)N1CCN(c2ccccn2)CC1 (stereo not drawn) | ? | -5 | -17 | ? | 3% | -3%
O=[N+]([O-])/C=C1/CCCCCN1 | 3% | -2 | -13 | 3% | 3% | 28%
Cc1ccc(S(=O)(=O)N2CCCC(C(=O)NCCC3=CCCCC3)C2)cc1 (stereo not drawn) | -60% | 3 | 4 | 1% | -2% | ·
CC(C)c1ccccc1NC(=O)COc1ccc2c(=O)c(Oc3ccc4ccccc4c3)coc2c1 | 33%[activator] | -5 | -2 | ? | 0% | -17%
CCn1cc(Cl)c(C(=O)Nc2nccs2)n1 | 81%[activator] | 33* | 32* | ? | 4µM* | 76%[activator]
COc1ccc(-c2cn(Cc3cccc(OC)c3)nn2)cc1 | -42% | 29* | 82* | ? | 3% | -78%
Cc1cccn2c(=O)c3cc(C(=O)NCc4ccco4)c(=N)n(CCc4ccccc4)c3nc12 | 0.59µM* | 17* | 46* | -28% | -2% | 0.59µM*
CCc1ccccc1NC(=O)CSc1ccsc1[N+](=O)[O-] | 2.3µM* | 4 | 10 | ? | 0% | -10%
Cn1cccc1C(=O)NCCc1ccc(Cl)cc1 | 87%[activator] | 46* | 125* | -10% | · | 75%[activator]
COc1ccccc1CNC(=O)C(=O)NCC1OCCN1S(=O)(=O)c1cccs1 (stereo not drawn) | ? | 0 | -1 | 7% | -1% | ?
Cc1cc(C)cc(NC(=O)c2oc3ccccc3c2COc2ccccc2)c1 | -102% | -2 | 33 | -22% | 0% | ?
Cc1ccc(C)c(N(CC(=O)NCc2ccco2)C(=O)CCC(=O)Nc2nccs2)c1 | ? | 6 | 17 | -6% | -1% | -22%
CN1CCN(c2nc(-c3ccc(Cl)s3)cs2)CC1 | 66%[activator] | 46* | 50* | ? | -27% | 68%[activator]
Cc1cc(Cl)ccc1NC(=S)NCCC(c1ccccc1)c1ccccc1 | ? | 11* | -5 | ? | 1% | ?
COc1ccc(CCNC(=O)CC(Cc2ccc(C)cc2)C(=O)O)cc1OC (stereo not drawn) | 14% | -3 | -5 | 8% | -10% | -1%
Clc1ccc(-c2noc(COc3ccccc3)n2)cc1 | 27% | -2 | 24 | -25% | 3% | 55%[activator]
CCN1C(=O)[C@H]2[C@@H](c3ccc(SC4CCCCC4)c(OC)c3)N[C@@](Cc3ccccc3)(C(=O)OC)[C@H]2C1=O | -29% | · | · | 14% | · | 2.1µM*
CC1CCN(c2ccc3c(c2)S(=O)(=O)c2cccc(C(=O)NCc4cccc(F)c4)c2C3=O)CC1 | 37%[activator] | · | · | -3% | · | -16%
CCOC(=O)c1cnc(SCC(=O)NCc2cccs2)nc1N | 57%[activator] | -2 | 4 | -5% | 4% | 12%

One compound at a time, from the list above. Order of values: Pf growth 96h	CHX counter	Shiga toxin inh	HCV inh	Giardia FBPA inh	Pf growth 48h
CC1CCN(c2ccc3c(c2)S(=O)(=O)c2cccc(C(=O)NCc4cccc(F)c4)c2C3=O)CC1 across the screens: 37%[activator]	·	·	-3%	·	-16%
COc1ccccc1CNC(=O)C(=O)NCC1OCCN1S(=O)(=O)c1cccs1 (stereo not drawn) across the screens: ?	0	-1	7%	-1%	?
Cn1cccc1C(=O)NCCc1ccc(Cl)cc1 across the screens: 87%[activator]	46*	125*	-10%	·	75%[activator]
Clc1ccc(-c2noc(COc3ccccc3)n2)cc1 across the screens: 27%	-2	24	-25%	3%	55%[activator]
CCOC(=O)c1cnc(SCC(=O)NCc2cccs2)nc1N across the screens: 57%[activator]	-2	4	-5%	4%	12%

Additional records:
SMILES | Pf growth 96h | CHX counter | Shiga toxin inh | HCV inh | Giardia FBPA inh | Pf growth 48h
Cc1ccc(-c2cc(C(=O)Nc3ccncc3)c3ccccc3n2)cc1 | 1.5µM* | · | · | 6% | · | 1.7µM*
Clc1ccc(-c2cc3ccccc3[nH]2)cc1 | 271%[activator] | 62* | 110* | -29% | -2% | 167%[activator]
CC(C)CCOP(=O)(c1ccc(N(C)C)cc1)C(O)c1ccccc1 (stereo not drawn) | ? | -4 | -2 | -23% | 8% | ?
CC1CCN(C(=O)COC(=O)[C@H](C)NS(=O)(=O)/C=C/c2ccccc2)CC1 | · | -2 | -10 | 15% | 3% | 17%
CN(C)S(=O)(=O)c1ccc(Cl)c(NC(=O)COC(=O)/C=C/c2ccc3ccccc3n2)c1 | -3% | · | · | 32%[activator] | · | -4%
Cc1nc(Cl)c(Cl)n1CCOc1ccccc1 | ? | 6 | -1 | 12% | -5% | 8.3µM*
C[n+]1c2n(c3ccccc31)N=C(c1ccc(Br)cc1)CS2 | ? | -1 | 11 | ? | 6% | ?
C=CCCC(=O)N1CCCC(Cc2cccc(Cl)c2)(C(=O)OCC)C1 (stereo not drawn) | 12µM* | 9 | -35 | ? | 8% | -28%
CCOC(=O)C1CCN(C(=O)Nc2cc(Cl)cc(Cl)c2)CC1 | 28% | 6 | -7 | -3% | 0% | -13%
O=C(CON=C1c2ccccc2-c2ccccc21)NC12CC3CC(CC(C3)C1)C2 | 0% | -1 | 18 | ? | 6% | -21%
CN(C)S(=O)(=O)c1cccc(-c2nnc(SCC(=O)NCCCCCC(=O)O)n2-c2ccc(F)cc2)c1 | 38%[5.75 µM] | 14 | 32* | 1% | 0% | 19%
COc1ccc(/C=C/C(=O)c2sc(-c3ccccc3)nc2C)cc1 | -13% | 0 | -11 | 5% | -4% | -19%
COc1ccc(Nc2nc(N)nc(CSc3nc(C)cc(C)n3)n2)cc1 | 48%[activator] | 18* | 49* | ? | 1% | -6%
CCN(CC)C(=O)CSC1=Nc2ccccc2C2=NC(c3ccccc3)C(=O)N12 (stereo not drawn) | · | 5 | -10 | -10% | 1% | ·
C=C(C)CC(c1ccccc1)N(C(C)=O)c1ccco1 (stereo not drawn) | 7% | -5 | -2 | 12% | -13% | -13%
Cc1ccc(S(=O)(=O)N/N=C/c2cccc([N+](=O)[O-])c2)cc1 | 2% | -4 | -8 | 35%[activator] | -8% | 5%
CCn1c(SCC(=O)c2cc(OC)ccc2OC)nc2c1c(=O)n(C)c(=O)n2C | 17% | 15 | -20 | 10% | -1% | 1%
O=C(CCC(=O)N1CCc2ccccc21)Nc1ccccc1 | · | 2 | 11 | 6% | 4% | 4%
CC(=O)[C@H]1CC[C@H]2[C@@H]3CCC4=CC(=O)CC[C@]4(C)[C@H]3[C@H](O)C[C@]12C | -23% | 1 | 6 | 2%[8.37 µM] | -14% | 8%
CCN(CC(=O)Nc1ccccc1OC)C(=O)c1ccc(N(C)S(=O)(=O)c2ccc(C)cc2)cc1 | ? | · | · | ? | · | -2%
O=C(NC1CC1)C1=C[C@@H](c2c[nH]c3ccccc23)C[C@@H](OCc2ccc(CO)cc2)O1 | ? | 0 | 3 | 36%[activator][8.37 µM] | -2% | -16%
COc1ccc2sc(NC(=O)NC(=O)c3c(Cl)cccc3Cl)nc2c1 | 8.3µM* | 19* | 38 | -17% | -15% | 10µM*
C/C(=N\NC(=O)Cn1cc([N+](=O)[O-])cn1)c1ccco1 | 23% | -3 | 22 | 10% | 0% | 13%
CCCC(=O)Nc1cc(C(=O)O)ccc1S(=O)(=O)c1ccc(Cl)cc1 | ? | -4 | -17 | 27% | 15% | 3%
Cc1cc(-c2ccc(C)c(S(=O)(=O)NCc3ccc(OC(C)C)cc3)c2)on1 | -7% | 16 | -3 | -23% | 1% | 3%
CC(C)(C)c1cc(C(=O)NCc2cc(F)cc3c2OCOC3)n(Cc2ccccc2)n1 | ? | 53* | 83* | ? | -8% | ?
CN(C)CCOC1c2ccccc2-c2ccccc21 | ? | 0 | -5 | -15% | ? | ?
COc1cccc(/C=C2/NC(=O)NC2=O)c1OCC(=O)Nc1ccccc1 | -9% | -2 | -4 | -11% | 0% | 3%[5.75 µM]
COc1ccc(NC(=O)c2ccccn2)cc1 | 316%[activator] | 24 | 19 | 6% | -4% | 283%[activator]
Cc1ccc(-n2nc3c(c2NC(=O)C(C)(C)C)CS(=O)(=O)C3)cc1 | 44%[activator] | -2 | -6 | -2% | 7% | 10%
COc1ccc(CNCc2cc3c(cc2[N+](=O)[O-])OCO3)cc1 | ? | 13 | 8 | ? | 13µM* | 7%
CCOc1ccc(N(CC)C(=O)c2cn(CC)c(=O)c3cc(OC)c(OC)cc23)cc1 | -3% | -4 | -8 | 0% | 1% | ·
Cn1ccnc1Sc1cc(NCCCO)c([N+](=O)[O-])c2nonc12 | -4% | 1 | -37 | 10µM* | -10% | ?
CN(CCNC(=O)CN1CCN(Cc2ccccc2Cl)C1=O)Cc1ccccc1 | ? | 0 | -22 | -10% | -1% | ·
CC(Sc1nnc(-c2ccccc2F)n1C)C(=O)NC1CCCCC1 (stereo not drawn) | -2% | · | · | 3% | · | -5%
O=S(=O)(c1ccc(OCc2nc3ccccc3s2)c(Cl)c1)N1CCOCC1 | -12% | 13 | 43 | 13%&2% | -7% | 47%[activator]
COc1cccc(/C=C2\Sc3ccc(C(=O)NCc4cccnc4)cc3N(C)C2=O)c1 | 19% | 5 | -11 | ? | -2% | ?
O=C(NC(=S)Nc1ccc2[nH]c(=O)[nH]c2c1)c1ccccc1Cl | ? | -3 | -13 | 12% | · | -5%

High-throughput results as filed in PubChem.
